LDHA block: inhibitors of human lactate dehydrogenase A | P00338 | purified LDHA, NADH/diaphorase-resazurin fluorescence; hits give low values | activity change, % (values are at about 110 or 230 µM) | hit rate 0.15% among 480,000 | AID 1347041; in the data active means activity change below about -30%; inconclusive means mostly about -25% to -30%;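 further: plate controls were DMSO wells for no effect and wells without enzyme for full effect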
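Human LDH5 (2 nM) was incubated with 0.06 mM NADH and 0.2 mM pyruvate for 5 min at room temperature in Tris pH 7.4. Remaining NADH was coupled through diaphorase/resazurin, and resorufin fluorescence was read at 0 and 20 min.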
ALOX12 inh: ALOX12 (human) lipoxygenase inhibition; hit rate 1.1% among 580,000; purified 12hLO, xylenol orange hydroperoxide absorbance; Potency, µM (doses to about 108 µM), for inactives: at the top dose activity change, negative = inhibition, hits mostly inhibitors; further: potency means the concentration at half of the fitted maximal effect; on the % scale 0 is the no-effect control and ±100 the full control effect
Target sequence (P18054 whole entry, looked up): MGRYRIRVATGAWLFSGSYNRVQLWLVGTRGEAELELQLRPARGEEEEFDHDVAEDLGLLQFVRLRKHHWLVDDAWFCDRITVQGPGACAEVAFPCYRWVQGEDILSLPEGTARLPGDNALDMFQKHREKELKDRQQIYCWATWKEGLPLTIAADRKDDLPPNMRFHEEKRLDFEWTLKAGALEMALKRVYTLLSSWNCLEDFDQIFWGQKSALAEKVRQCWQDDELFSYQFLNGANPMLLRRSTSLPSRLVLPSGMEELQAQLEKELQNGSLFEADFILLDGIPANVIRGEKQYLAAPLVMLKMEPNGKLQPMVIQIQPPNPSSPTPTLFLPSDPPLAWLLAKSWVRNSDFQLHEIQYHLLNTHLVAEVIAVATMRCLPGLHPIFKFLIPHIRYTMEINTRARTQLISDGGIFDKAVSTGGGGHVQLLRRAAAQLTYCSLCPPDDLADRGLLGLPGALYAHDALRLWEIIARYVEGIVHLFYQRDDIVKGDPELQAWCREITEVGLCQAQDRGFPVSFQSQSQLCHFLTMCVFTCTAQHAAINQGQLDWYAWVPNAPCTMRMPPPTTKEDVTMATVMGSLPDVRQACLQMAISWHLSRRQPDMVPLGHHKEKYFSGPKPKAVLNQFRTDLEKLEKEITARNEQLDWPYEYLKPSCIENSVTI
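Purified human 12hLO (150 nM final) in 25 mM Hepes, 0.01% Triton X-100, pH 7.0 was preincubated 15 min at room temperature with compound. Then 40 uM arachidonic acid was added, 30 min. Hydroperoxide was read by Fe-XO absorbance ratio 573/405 nm.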
D2 antag: antagonizes the human D2 dopamine receptor; HEK293 TREx D2 cells, calcium flux, dopamine EC80; inhibition, % at 10 µM; AID 485344; P14416; hit rate 2% among 340,000; in the data active means inhibition above about 30%; further: 0% is about no effect
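Calcium mobilization kinetics were recorded at 1 s intervals in tetracycline-induced HEK293 T-REx D2 cells, first for 180 s after compound addition and then 180 s after EC80 dopamine.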
Vif-APOBEC3G blk: Vif-A3G binding inhibition; hit rate 0.076% among 410,000; HeLa A3G-eYFP + Vif (tagged APOBEC3G with the HIV-1 protein that degrades it), YFP fluorescence, overnight; Q9HC16; AID 602310; Potency, µM (titrated, usually from 46.1 µM), for inactives: at the highest dose activity, negative = active, hits mostly inhibitors;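 further: potency means the concentration at half of the fitted maximal effect; on the % scale 0 is the no-effect control and ±100 the full control effect; nearly all actives have a fitted effect of over 60% in size; hits raise eYFP signal because A3G escapes Vif-driven loss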
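Read-out is eYFP fluorescence (Ex 488/Em 500-530) from Vif-expressing HeLa A3G-eYFP cells; more signal means A3G escaped Vif-mediated degradation. Cells plated overnight, compound pinned in, incubated overnight at 37 deg C.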
ERG Ets-DNA blk: ERG Ets/DNA interaction inhibition. P11308. fluorescence polarization, His-ERG Ets domain / labelled DNA. Potency, µM (doses to about 76.9 µM), for the others: at the top dose FP activity, negative = inhibition, hits mostly inhibitors. hit rate 0.028% among 370,000; active means well fitted inhibition curve with a large enough effect in the polarisation, with a control signal flat; inconclusive means small, poorly fitted or top-dose-only effect, or effect the other way, or a change in a side signal; inactive means no such curve, though single readings can be large or run the other way; the % refers to the polarisation;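 further: polarization taken with two DNA probes labelled with fluorescein and Texas red; potency means the concentration at half of the fitted maximal effect; % of control where 0% means no effect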
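His-tagged ERG Ets domain (1 uM in the protein solution; 300mM KCl, 50mM Tris-HCl, 1mM EDTA, 1mM DTT, pH 7.5) received compound, then a probe mix of 5 nM fluorescein-DNA and 100nM Texas-615-DNA. Fluorescence polarization was read for both dyes.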
RGS4 inhibitor: human RGS4 inhibition; P49798; Transcreener GDP fluorescence polarization, RGS4-accelerated GTP hydrolysis; Potency, µM (series often up to 114 µM), for the others: top-dose activity change, negative = inhibition, actives largely listed as inhibitors; hit rate 0.039% among 390,000; AID 504845; further: potency means the concentration at half of the fitted maximal effect; on the % scale 0 is the no-effect control and ±100 the full control effect; nearly all actives have a fitted effect of over 75% in size; some results filed as inactive show a strong effect at the top dose
Target sequence (P49798 whole entry, looked up): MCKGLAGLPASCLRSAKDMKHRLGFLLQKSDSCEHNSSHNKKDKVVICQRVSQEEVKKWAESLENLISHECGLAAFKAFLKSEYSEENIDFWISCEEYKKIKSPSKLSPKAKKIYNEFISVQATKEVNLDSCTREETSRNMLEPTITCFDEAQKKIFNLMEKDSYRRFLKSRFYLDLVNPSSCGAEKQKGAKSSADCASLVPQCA
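MLSMR compounds (23 nl, pin-transferred) preincubated 10 min at room temperature with a 500nM (2x) first reagent, then RGS4 at 900nM (2x) plus Transcreener GDP mix added; fluorescence polarization (620/688 nm) read before and after 90 min at 30 °C.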
Vif-A3F inh: inhibitors of Vif-A3F interaction; Potency, µM (top dose mostly 46.1 µM), without a hit: at the top dose activity, negative = active; hit rate 0.2% among 390,000; HeLa A3F-eYFP + Vif (tagged APOBEC3F with the HIV-1 protein that degrades it), YFP fluorescence increase; AID 602313; further: potency means the concentration at half of the fitted maximal effect; % of control where 0% means no effect; nearly all actives have a fitted effect of over 65% in size
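Fluorescence increase (Ex 488/Em 500-530) after overnight compound treatment at 37 deg C flags inhibition of Vif-driven A3F-eYFP loss in stable HeLa A3F-eYFP/Vif cells seeded overnight beforehand.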
Glioma ERSR ind: inducers of ER stress response in human glioma cells | U87-MG GRP78 promoter luciferase reporter, 16 h | Potency, µM, for inactives: at the highest dose activation, hits mostly activators | hit rate 0.02% among 420,000 | AID 602332; further: potency means the concentration at half of the fitted maximal effect; series mostly up to about 76 µM; % of control where 0% means no effect; nearly all actives have a fitted effect of over 35% in size
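ERSR induction read as luciferase luminescence (Bright-Glo, 10 min at room temperature) in stably transfected human U87-MG glioma cells exposed to compounds for 16 h, using GRP78 as sensor.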
D2 ag: activates the human D2 dopamine receptor; HEK293 T-REx D2 cells, calcium flux agonist mode; activation, % at 2 µM; hit rate 0.53% among 340,000; AID 485358;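 active means activation over 3 SD above normal in the single-dose calcium agonist read, cut at about 30% in these data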; further: 0% is about no effect
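In this primary screen, compounds producing a positive calcium signal within 180 s of addition to tetracycline-induced, force-coupled HEK293 Trex D2 cells are flagged; cells are dye-loaded with a no-wash calcium kit beforehand.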
* hit, by the source's call; i = inactive; ? = inconclusive; / = no result given; & = joins results of further samples; [ ] = remark or other dose. Unless noted, the call rests on the fitted dose curve; in most records, active means well fitted curve in the direction sought with a large enough effect; inconclusive means small, poorly fitted or top-dose-only effect, or another doubt; inactive means no such curve, though single readings can be large; an effect the other way counts as inactive or inconclusive. Only part of the results is shown (hit frequency here may not be typical).

canonical_smiles	LDHA block	ALOX12 inh	D2 antag	Vif-APOBEC3G blk	ERG Ets-DNA blk	RGS4 inhibitor	Vif-A3F inh	Glioma ERSR ind	D2 ag
CCOc1cc(/C=C/C(=O)O)ccc1OCc1ccccc1	-5	0%	9	2%	-12%	-11%	5%	-2%	-0.4
CC(=O)Nc1ccc(NC(=O)C2(C)Cc3c(-c4ccccc4)ccnc3O2)cc1 (stereo not given)	-5	-11%	/	-6%	/	/	/	-2%	/
CCOC(=O)c1nc(N2CCN(C(=O)OCC)CC2)c2c3c(sc2n1)CCCC3	13	-11%	9	-5%	/	14%	2%	-3%	-2.2
CCOC(=O)C1=C(CN2CCN(c3ccc(OC)cc3)CC2)NC(=O)NC1c1ccc(OC)cc1 (stereo not given)	5	?	/	6%	3%	15%	13%	-2%	-0.5
CCOC(=O)C1=C(c2ccccc2)Nc2ncnn2C1c1ccccn1 (stereo not given)	0	0%	19	-4%	-2%	30%	3%	-6%	-1.5
O=C(COc1ccccc1)NC1CCSc2ccccc21 (stereo not given)	1	-27%	10	-6%	-4%	-12%	-17%	2%	-1.2
Cc1ccc(S(=O)(=O)Nc2ccc(F)c(S(=O)(=O)N3CCOCC3)c2)cc1	6	-12%	/	-10%	5%	-12%	3%	0%	/
Cc1ccc(NC(=O)C2CCC(=O)N2)cc1C (stereo not given)	-5	0%	-8	1%	-6%	13%	-6%	-6%	0.5
CC1(c2ccccc2)O[C@@H]2C[C@H]3[C@@H]4CCC5=CC(=O)C=C[C@]5(C)[C@@]4(F)[C@@H](O)C[C@]3(C)[C@]2(C(=O)CO)O1 (stereo not given in full)	-4	0%	3	-9%	-12%	-4%	-10%	-5%	15
CCC(CC)C(=O)Nc1cccc(/C(C)=N\NC(=O)c2ccc(C)s2)c1	-7	-5%	10	5%	3%	29%	-5%	-6%	-0.6
C=C1CCC[C@]2(C)C[C@H]3OC(=O)C(CNC(C)CC)[C@H]3CC12 (stereo not given in full)	-2	-24%	-11	-12%	-4%	14%	-15%	-11%	-0.7
CCCCN(C(=O)c1cccc(S(=O)(=O)N(C)c2ccc(C)cc2)c1)c1c(N)n(CCCC)c(=O)[nH]c1=O	5	-16%	-7	-4%	-1%	-7%	-15%	-2%	-0.2
O=C(CCc1ccc(S(=O)(=O)N2CCOCC2)cc1)Oc1ccccc1	-8	0%	19	2%	-10%	24%	-6%	-3%	-0.3
Cc1ccc(CSc2nc(-c3ccccc3)c(C#N)c(=O)[nH]2)cc1	-5	40µM*	-16	1%	-1%	-1%	-18%	-5%	-2.4
Cc1ccccc1CSCCNS(C)(=O)=O	-10	7%	-8	0%	12%	5%	4%	-6%	-0.8
O=C(Nc1ccc(N2CCCCC2)cc1)c1ccc(F)cc1	-4	0%	-9	0%	-4%	-4%[11.4 µM]	-8%	-2%	2.3
O=[N+]([O-])c1ccc(CSc2ncnc3c2ncn3[C@@H]2O[C@H](CO)[C@@H](O)[C@H]2O)cc1	-3	-21%	/	0%	-3%	-2%[56.9 µM]	2%	1%&-2%	/
CCCN(CC(=O)Nc1ccccc1OC)C(=O)c1ccc2[nH]c3c(c2c1)CC(C)CC3 (stereo not given)	3	?	-13	-8%	19%	-29%	0%	-2%	0.1
O=C(COc1cccc2cccnc12)NNC(=O)Nc1ccccc1	-9	-15%	26	0%	-5%	11%	-10%	-4%	-0.8
O=C(COC(=O)C1=COCCO1)Nc1ccccc1	-4	0%	-4	3%	-6%	11%	-12%	-2%	0.0
CC(=O)Nc1cccc(OCc2ccc([N+](=O)[O-])cc2)c1	-2	-18%	/	-7%	/	/	0%	6%	/
COc1cc([C@@H]2c3cc4c(cc3[C@H](O)[C@H]3COC(=O)[C@@H]23)OCO4)cc(OC)c1OC	2	4%[57.4 µM]	/	-28%	/	-20%	/	-2%	/
COC(=O)c1cc2c(ccn2-c2ccc(F)cc2)n1CC(C)C	12	-21%	15	2%	6%	-52%	-3%	-1%	-0.2
O=[N+]([O-])c1ccccc1S(=O)NCc1c(Cl)cccc1Cl (stereo not given)	-6	12%	/	0%	/	/	/	-2%	/
S=c1oc(-c2ccncc2)nn1CCc1ccncc1	-10	0%	13	-1%	2%	4%	3%	-4%	1.3
Cc1cc(-c2cc(-c3ccccc3)on2)nc(NC2CCCC2)n1	-11	-2%	/	-2%	2%	7%	?	-2%	/
O=C(COc1ccccc1Cl)NCC1(N2CCOCC2)CCCCC1	-1	?	/	1%	-9%	12%	0%	-6%	1.2
COc1ccc(C)c(-n2c(=O)n(Cc3ccccc3)c(=O)c3[nH]cnc32)c1	-2	0%	0	-1%	5%	-1%	5%	-1%	0.0
O=S(=O)(c1cccs1)N1CCCc2cccc(O)c21	7	?	0	-2%	-4%	15%	0%	?	0.4
O=C(NC12CC3CC(CC(C3)C1)C2)C1CCCN1C(=O)Nc1ccccc1 (stereo not given)	-8	10%	12	0%	-3%	7%	12%	-3%	0.2
Cc1cc(C)n(-c2nnc(C)n2NC(=O)c2cccc(Cl)c2)n1	-7	34%[activator]	47*	-5%	5%	-24%	0%	-5%	0.0
O=C(NCc1nnc(SCC(=O)N2CCCC2)o1)c1cccc(C(F)(F)F)c1	-1	i	5	0%	-13%	-19%	4%	-4%	0.8
O=C(c1ccccc1Cl)N(Cc1ccco1)c1ccccn1	-7	-15%	/	2%	-1%	23%	-6%	-2%	1.2
O=C(CCCn1c(=S)[nH]c2ccsc2c1=O)NC1CCCCC1	-2	-14%	6	-3%	8%	-7%	-4%	-3%	-1.2
O=C(/C=C/Nc1ccc(F)c(F)c1)c1cccs1	2	-7%	0	-9%	-13%	-13%	-4%	7%	-0.5
O=C(NCc1cc(C(F)(F)F)cc(C(F)(F)F)c1)C1CC(c2cccc(F)c2)=NO1 (stereo not given)	5	-1%	-19	4%	6%	-13%	-4%	-4%	-0.1
CCN1C(=O)C(=O)N(CC(=O)N2CCC(C)Sc3ccccc32)C1=O (stereo not given)	-9	159%[activator]	-17	1%	-1%	-3%	-2%	3%	0.5
Cc1ccc(CN(Cc2ccco2)C(=S)Nc2ccccc2C)cc1	-2	-10%	-1	-10%	-12%	-5%	-1%	-2%	1.2
O=C(COC(=O)c1ccc([N+](=O)[O-])s1)NCc1ccccc1	5	-15%	5	1%	7%	-18%	9%	-5%	-0.3
CCC(CC)C1=NN2C(=N)/C(=C/c3ccc(OC(=O)c4ccco4)cc3)C(=O)N=C2S1	-15	-14%	-3	-8%	12%	-20%[56.9 µM]	-18%	-1%	-0.1
CC(=O)N1CCN(C(=O)COc2ccc(Br)cc2)CC1	-5	0%	-16	-1%	5%	27%	-6%	1%	-2.1
Cc1ccc(NC(=S)Nc2ccc(OC(F)F)c(Cl)c2)cc1F	-7	?	5	3%	2%	-10%	-4%	-2%	0.7
CCOc1ccc(NC(=O)CCSc2nnc(C)s2)cc1	3	0%	5	-1%	2%	-49%	/	-1%	0.0
COc1ccc(C(=O)NC(C)c2nnc(SCC(=O)NC3=NCCS3)n2C)cc1 (stereo not given)	-1	?	-5	0%	8%	-13%	4%	-2%	-0.1
CCNC(=S)N1CCC(C(N)=O)CC1	-3	-3%	5	2%	5%	31%[11.4 µM]	-2%	-7%	0.3
COc1ccc(CC(=O)N2CCN(c3ccccc3OC)CC2)cc1OC	-9	-8%	13	1%	-1%	6%	14%	-1%	-0.3
O=S(=O)(/N=C/N1CCOCC1)c1ccc(Cl)cc1	-6	33%[activator]	/	-1%	-1%	-10%	-2%	-4%	/
CN(C)N1C(N)=C(C#N)C(c2cccc(Cl)c2)C2=C1CCCC2=O (stereo not given)	5	?	2	0%	3%	13%	-1%	3%	-2.4
Cc1cnn(-c2nc(-c3cccs3)cc(C(F)(F)F)n2)c1	-1	4%	7	-1%	-16%	-8%	0%	-6%	0.5
CCSc1nc(N)nc(-c2cccs2)c1C#N	1	0%	15	-5%	10%	33%	4%	?	1.2
CCOC(=O)N1CCN(C(=O)COc2cccc3c2CCN(Cc2ccccc2F)C3=O)CC1	1	-3%	-5	-6%	0%	37%	2%	0%	0.2
CCCCNC(=O)c1onc(CSc2ccccc2)c1C(=O)O	-5	?	16	-28%	5%	7%	-4%	-3%	-0.3
Cc1cn2c(=O)cc(COc3ccc(NC(=O)c4ccc(C(C)(C)C)cc4)cc3)nc2s1	0	0%	/	0%	1%	-6%	2%	7%	-1.0
Cc1ccc(-c2cc(C(=O)N(Cc3ccccc3)Cc3ccco3)no2)cc1F	6	-1%	/	-5%	-5%	-22%	2%	-3%	-0.2
COc1ccc(/C=C/C(=O)OCC(=O)N2c3ccccc3CC2C)cc1 (stereo not given)	-5	13%	/	0%	/	/	0%	-4%	/
CC1CCN(CC(C)OC(=O)c2ccco2)CC1 (stereo not given)	-8	-21%	-4	1%	3%	7%	5%	-5%	1.0
